# Assay outcomes from PubChem.
# GPR151 activ = activators of human GPR151, primary screen, cell-based, PathHunter beta-arrestin, luminescence; PathHunter beta-arrestin GPR151 cells; hit rate 1% among 650,000; activation, % at 11.2 µM; AID 1508602, 2020; in the data active = activation above about 4.9%;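 also: 0% = median of compound wells and 100% = cells with positive control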
# Target sequence (Q8TDV0 whole entry, looked up): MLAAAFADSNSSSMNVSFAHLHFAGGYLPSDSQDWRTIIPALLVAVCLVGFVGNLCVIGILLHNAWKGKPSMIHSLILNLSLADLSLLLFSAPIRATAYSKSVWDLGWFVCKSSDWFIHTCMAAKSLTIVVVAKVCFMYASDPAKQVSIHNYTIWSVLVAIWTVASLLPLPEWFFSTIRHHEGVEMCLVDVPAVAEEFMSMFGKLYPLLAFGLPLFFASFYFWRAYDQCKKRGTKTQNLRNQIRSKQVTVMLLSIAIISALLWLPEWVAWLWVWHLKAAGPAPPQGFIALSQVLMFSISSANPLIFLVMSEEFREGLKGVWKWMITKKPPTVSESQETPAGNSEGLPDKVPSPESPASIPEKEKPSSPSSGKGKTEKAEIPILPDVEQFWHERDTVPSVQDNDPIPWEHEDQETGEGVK
# MITF inh = MITF inhibitors, primary screen, biochemical, AlphaScreen, human; Microphthalmia-associated transcription factor (Homo sapiens), O75030; AlphaScreen MITF homodimerization, bead proximity signal; inhibition, % at 2.6 µM; hit rate 0.91% among 650,000; in the data active = inhibition above about 50%;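 also: 0% = vehicle wells with protein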
# Target sequence (O75030 whole entry, looked up): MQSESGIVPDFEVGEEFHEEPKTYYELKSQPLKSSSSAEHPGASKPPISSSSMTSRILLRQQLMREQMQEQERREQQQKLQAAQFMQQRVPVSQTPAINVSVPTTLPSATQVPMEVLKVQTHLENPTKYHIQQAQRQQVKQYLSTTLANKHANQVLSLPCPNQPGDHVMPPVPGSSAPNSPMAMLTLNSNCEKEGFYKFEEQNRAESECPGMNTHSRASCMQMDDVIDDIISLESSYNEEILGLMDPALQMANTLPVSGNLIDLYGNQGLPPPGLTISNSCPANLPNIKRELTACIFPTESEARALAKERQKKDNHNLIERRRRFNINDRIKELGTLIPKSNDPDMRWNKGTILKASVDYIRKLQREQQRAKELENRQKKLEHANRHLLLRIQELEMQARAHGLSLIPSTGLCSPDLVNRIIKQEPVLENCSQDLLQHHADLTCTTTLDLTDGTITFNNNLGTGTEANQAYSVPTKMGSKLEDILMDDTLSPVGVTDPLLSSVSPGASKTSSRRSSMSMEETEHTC
# FBW7 act = FBW7 E3 ligase activators, primary screen, biochemical, AlphaScreen, human. F-box/WD repeat-containing protein 7 (Homo sapiens), Q969H0. AlphaScreen FBW7–phospho-cyclin E peptide binding, activator screen. normalized activity (activation), % at 26.1 µM. hit rate 0.13% among 650,000; in the data active = normalized activity above about 1.9%;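 also: purified mutant Fbw7 with reduced substrate affinity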
# TEAD-YAP inh = TEAD-YAP interaction inhibition, primary screen, TEAD-YAP interaction inhibitor project, luminescence, HEK-TIYL cells. TEAD-Gal4/YAP UAS-luciferase luminescence. inhibition, % at 9.12 µM. hit rate 1.4% among 640,000. AID 1259422, 2018; in the data active = inhibition above about 32%;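 also: 0% = median of test compound wells and 100% = reference inhibitor wells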
# Active calls of the source: *; & = joins results of further samples.
SMILES,GPR151 activ,MITF inh,FBW7 act,TEAD-YAP inh
COC(=O)c1ccc(N2C(=O)CC(N3CCC(O)(c4ccc(Br)cc4)CC3)C2=O)cc1 (configuration not stated),-1.0,10,0.5,-2
O=C(Oc1ccc(C2Oc3ccccc3C3CC(c4ccccc4)=NN32)cc1)c1ccccc1 (configuration not stated),-0.2,-8,0.1,-29
COCCCNC(=S)N/N=C/c1ccc(N(C)C)cc1,0.0,2,-0.1,-14
COC(=O)c1cc(C(=O)Nc2ccc(N(C)C(C)=O)cc2)cc([N+](=O)[O-])c1,1.5,17,0.6,-3
COC(=O)c1ccc(OC(=O)c2cccnc2)cc1OC(=O)c1cccnc1,1.8,4,0.0,6
CCOC(=O)c1cnc2nc(-c3ccco3)[nH]n2c1=O,-2.8,10,-0.1,1
COc1ccc(/C=C/C(=O)Nc2ccccc2C(N)=O)cc1Br,2.6,-2,0.0,-26
CCOC(=O)c1ccc(-n2c(=S)sc3c2nc(SCC(=O)Nc2cccc(OC)c2)n2c4ccccc4nc32)cc1,-0.3,3,1.0,1
O=[N+]([O-])c1ccc(-c2nc(NCc3ccco3)c3ccccc3n2)cc1,-0.5,7,-0.2,12
CSCCNC(=O)CC1C(=O)NCCN1Cc1cccs1 (configuration not stated),-1.0,-2,-0.1,-2
O=C(NCC1OCCc2ccccc21)c1ccc(Cl)cc1 (configuration not stated),-0.3,7,0.1,-13
Cc1cccc2sc(NNC(=O)c3cccc(F)c3)nc12,-0.9,-3,-0.1,3
Cc1ccc(C(=O)N2CCN(Cc3ccc4c(c3)OCO4)CC2)cc1C,1.6,19,0.1,5
CCN(CC)CCCNC(=O)C1c2ccccc2C(=O)N(CC(C)C)C1c1cccs1 (configuration not stated),0.7,10,0.6,-4
COc1ccc(N2CCN(C3CCCN(S(=O)(=O)c4cccnc4)C3)CC2)cc1 (configuration not stated),-1.3,1,-0.2,-4
COc1ccccc1N1CCN(C(=O)c2cc3nc(-c4ccc(C)cc4)cc(C(F)(F)F)n3n2)CC1,0.3,-5,0.0,-4
COc1ccc(C(=O)N/C(=C\c2ccc3c(c2)OCO3)C(=O)N2CCOCC2)cc1,-1.3,18,1.4,9
Cc1ccc(NC(=O)C2C3C=CC4(O3)C2C(=O)N(C(C)CCc2ccccc2)C4C(=O)NC2CCCC(C)C2C)cc1Cl (configuration not stated),1.1,-22,0.0,-1
CN1C(=O)/C(=C\c2ccccn2)SC1=S,1.0,7,0.0,-2
CC(C)(C)c1cc(NC(=O)C2(c3cc(-c4cccs4)on3)CC2)on1,0.0,11,0.0,-6
Cc1ccc(S(=O)(=O)NC(=O)COc2ccccc2C)cc1,2.5,-1,0.0,5
Cc1ccc(N=C2C(=O)Nc3ccccc32)cc1C,1.0,-1,0.1,-2
COc1ccc(C2CC(c3ccccc3O)=NN2)cc1OC (configuration not stated),-1.0,1,0.0,-44
Cc1cccn2c(=O)c(/C=C(\C#N)C(=O)NCc3ccccc3)c(Oc3ccccc3)nc12,1.9,-6,0.0,5
CCS(=O)(=O)N1CCN=C1SCc1cccc(F)c1,-0.8,3,0.2,3

# Rewritten with two lines to a compound: part of the list above.
# The line under a structure holds: GPR151 activ, MITF inh, FBW7 act, TEAD-YAP inh
O=C(Oc1ccc(C2Oc3ccccc3C3CC(c4ccccc4)=NN32)cc1)c1ccccc1 (configuration not stated)
  -0.2, -8, 0.1, -29
Cc1cccc2sc(NNC(=O)c3cccc(F)c3)nc12
  -0.9, -3, -0.1, 3
CN1C(=O)/C(=C\c2ccccn2)SC1=S
  1.0, 7, 0.0, -2

# (continued)
SMILES,GPR151 activ,MITF inh,FBW7 act,TEAD-YAP inh
CCOc1ccc(NC(=O)Cn2c(=O)n(CC3CCCO3)c(=O)c3ccccc32)cc1 (configuration not stated),-0.4,4,0.0,7
COC(=O)c1c(NC(=O)COc2cccc(C)c2C)sc2c1C(C(=O)OC)CC2 (configuration not stated),-0.4,4,-0.5,7
O=C(Nc1ccc(C(=O)O)cc1)/C(=C/c1cccc([N+](=O)[O-])c1)NC(=O)c1ccccc1,1.4,-8,-0.1,5
NC(=O)c1cc(NC(=O)COc2ccc(Oc3ccccc3)cc2)cc(C(N)=O)c1,0.3,3,0.0,2
CCOCCCNC(=O)c1ccc2c(c1)ncn2-c1cccc(Cl)c1,0.5,11,-0.3,-17
Cc1ccc(S(=O)(=O)N2CCN(c3nc(NC4CCCC4)c4ccccc4n3)CC2)cc1,0.8,6,-0.1,11
CC(C)N(CCNc1cc(Nc2ccnn2C)ncn1)C(C)C,-0.8,-12,-0.1,0
Cc1cc([N+](=O)[O-])cc(/C=N\NC(=O)CNc2ccc3ccccc3c2)c1O,-0.4,10,0.0,-4
CCOc1ccc(NC2CC(=O)N(C(C)C)C2=O)cc1 (configuration not stated),0.5,10,-0.1,-20
NS(=O)(=O)c1ccc(CCNC(=O)c2ccc(C#CC3(O)CCCCC3)cc2)cc1,-0.5,16,0.2,45*
CC(=O)OCC1=C(C(=O)O)N2C(=O)C(NC(=O)C(C)Cn3cc(Cl)cn3)C2SC1 (configuration not stated),-0.3,1,-0.1,0
COc1ccc(CN(C(=O)c2cccc(F)c2)C2CC(=O)N(c3ccccc3)C2=O)cc1 (configuration not stated),-0.1,-2,0.0,-2
CC(C)Oc1ccccc1/C=C(\C#N)C(=O)Nc1ccccc1,2.3,0,0.1,5
O=C(NCCc1ccccc1)c1cc2c(=O)n3ccccc3nc2s1,0.1,-6,0.1,-6
COc1cccc(C(=O)Oc2ccc(-c3cnc4ccccc4n3)cc2)c1,0.4,4,0.1,-8
COc1ccc(C2C=C(c3ccc(Cl)cc3)Nc3nc4ccccc4n32)cc1OC (configuration not stated),1.2,-6,-0.1,-83
O=C(O)CC1S/C(=N/N=C/c2ccccn2)NC1=O (configuration not stated),0.6,40,-0.1,0
Cc1cc(C)nc(NS(=O)(=O)c2ccc(N=NN(C)C)cc2)n1,0.2,14,0.1,0
Cc1cccc(N(CC(=O)NC2CCCCCC2)S(C)(=O)=O)c1C,3.3,-9,0.1,-2
Cc1cc2ncn(/N=C/c3ccc([N+](=O)[O-])o3)c2cc1C,-1.0,-10,0.3,6
C=CCN1C(=O)C(C)(C)COc2cc(NC(=O)CC(C)C)ccc21,0.5,0,0.3,-5
O=C(C(=O)N1CCN(c2ccc(F)cc2)CC1)N1CCCCC1,-1.1,8,0.2,2
Cn1c(COc2ccc(Cl)cc2)nnc1SCC(=O)NCC1CCCO1 (configuration not stated),-0.3,8,-0.1,-4
O=C(COn1nnc2ccc([N+](=O)[O-])cc21)Nc1ccc(Br)cc1,0.4,-6,-0.5,13
Cc1nc(C#N)c(N(C)C)o1,2.9,6,-0.1,5

# (listing goes on)
SMILES,GPR151 activ,MITF inh,FBW7 act,TEAD-YAP inh
Cc1cccc2cc(CN(Cc3cccnc3)C(=O)Nc3ccc(F)cc3)c3nnnn3c12,-0.7,-6,-0.1,-10
CCN1CCN(CC(=O)c2c(C)[nH]c3ccccc23)CC1,-1.2,-7,-0.1,-4
O=C(Nc1ccnn1C1CCN(Cc2ccc3cccc(F)c3n2)CC1)C1CC1,0.5,2,-0.1,3
CCCCN(CCO)CCO,3.8,8,0.0,8
CCC(=O)N[C@@H]1c2ccccc2C2(CCN(C(=O)c3ccoc3)CC2)[C@H]1OCCOC,-0.4,6,-0.2,10
Cc1cc(N2CCCCC2)nc2ccc(NC(=O)/C=C/c3ccccc3OC(C)C)cc12,2.1,3,-0.1,-7
CC1=C(/C=C/C(C)=C/C=C/C(C)=C/C(=O)Nc2ccc(O)cc2)C(C)(C)CCC1,0.6&0.6,-3&2,-0.1&0.1,-5&12
CC(C)(C)NC(=O)CN1C(=O)C(C)(C)Oc2ccc(C(=O)NC3CC3)cc21,0.0,8,0.0,-4
COc1ccc(OC)c(NC(=O)NNC(=O)c2ccccc2OC)c1,-1.1,-15,-0.1,-1
COc1cc(OC)cc(-c2nc3ccccc3c(=O)n2NC(=O)c2ccc(Cl)cc2)c1,-0.3,18,0.3,15
O=C(Nc1ccc(-c2nc3ccccc3[nH]2)cc1)C1CCCN(Cc2ccon2)C1 (configuration not stated),-0.2,7,0.0,-46
CN(Cc1cccs1)C(=S)S,-0.1,-4,-0.1,6
O=C(O)c1ccc(S(=O)(=O)N2CCN(c3nc4ccccc4s3)CC2)cc1,2.1,1,0.1,14
O=c1/c(=C/c2ccc3c(c2)OCO3)sc2n1CCCN=2,-5.0,19,0.8,-20
C=CCN1C(=O)/C(=C/c2cc(Br)cc(OC)c2OC)C(=O)NC1=S,-0.2,5,-0.2,12
COc1ccc(/C=N/N(C)C2=NS(=O)(=O)c3ccccc32)c(OC)c1,0.1,13,0.0,-11
CCn1c(=S)ccc2cc(OC)ccc21,0.7,-5,0.0,-7
O=C(CCCCCn1c(=S)[nH]c2ccsc2c1=O)NCc1ccccc1F,-0.6,6,0.0,4
COc1ccc(C(=O)CSc2nc3c([nH]2)c(=O)[nH]c(=O)n3C)cc1,-0.1,4,0.0,2
COc1ccc([C@@H]2C[C@H](C(=O)NC(C)C)N(C)S(=O)(=O)N2)cc1,0.3,1,-0.1,-3
Cn1c(NC(=O)CSc2nnc(Cc3cccc4ccccc34)o2)cc(=O)n(C)c1=O,1.2,12,0.0,0
N=C1/C(=C/c2ccc(OCc3ccccc3)cc2)C(=O)N=C2SC=C(c3ccccc3)N12,-3.8,0,-0.1,-1
Cc1sc2nc(SCc3ccccc3Cl)n(-c3ccccc3)c(=O)c2c1C,0.2,7,0.0,4
CC(=O)Nc1cccc(NS(=O)(=O)c2c(C)n(C)c(=O)n(C)c2=O)c1,-1.3,-1,-0.1,6
Cc1nn(CC(=O)NCCc2ccccc2)c(C)c1[N+](=O)[O-],-0.7,-12,0.1,-13

# Additional results:
SMILES,GPR151 activ,MITF inh,FBW7 act,TEAD-YAP inh
O=C1C(=O)N(CCO)C(c2ccc(Cl)cc2)/C1=C(/O)c1ccc([N+](=O)[O-])cc1 (configuration not stated),-1.1,-8,-0.1,-4
C=CCC(=O)NCC1CCC2(CCN(Cc3ccccc3OC)CC2)O1 (configuration not stated),1.0,11,-0.1,5
Cc1nnc2c(NCCCN3CCN(c4ccccc4)CC3)nc3ccccc3n12,-0.4,20,0.2,15
COCCNC(=O)C(=O)NCC1OCCCN1S(=O)(=O)c1cc(C)ccc1C (configuration not stated),0.5,2,-0.1,9
Cc1ccccc1-n1c(=S)sc2c(=O)n(-c3ccccc3)c(SCC(=O)N3CCCC3)nc21,0.3,-6,0.0,2
COCCNCc1ccc(OCC(=O)N2CCCCC2)c(OC)c1,-1.4,0,-0.1,0
O=C(Cc1ccccc1)Nc1ccnn1C1CCN(Cc2nc3ccccc3s2)CC1,0.3,-3,-0.2,7
COc1cc(C2=NOC(C(=O)Nc3ccc(F)cc3F)C2)cc(OC)c1OC (configuration not stated),-0.2,0,-0.1,-15
O=C(Cc1cn(-c2ccc(Nc3nccc4ccccc34)nn2)c2ccccc12)NCc1ccccc1,0.1,2,0.2,-7
CCOc1cc(/C=C2/NC(=O)N(Cc3ccccc3F)C2=O)cc(Cl)c1OC,-0.5,3,0.0,-6
CN(c1ccc(Cl)cc1)S(=O)(=O)c1ccc2[nH]cc(C(=O)NCc3ccccn3)c(=O)c2c1,2.3,19,0.3,6
Cc1ccccc1NC(=O)CN1C(=O)N/C(=C\c2ccc(N3CCCCC3)cc2)C1=O,1.0,14,0.1,2
CCOc1cc(C2NC(=O)NC(C)=C2C(=O)Nc2ccc(CC)cc2)cc(Cl)c1O (configuration not stated),-0.8,20,0.4,-3
CCCCC(=O)N(CC(C)C)c1nnc(-c2cccnc2)s1,0.5,3,-0.1,2
CN(C)c1ccc(-c2n[nH]c3c2C(=O)CC(C)(C)C3)cc1,0.0,-3,0.1,-59
C=CCn1c(N2CCC(C(=O)Nc3cnccn3)CC2)nc2ccccc21,-0.8,3,0.1,13
COc1ccccc1CN1C(=O)C2CC=CCC2C1=O (configuration not stated),-1.0,4,-0.1,2
CC1CCCC(C)N1C(=O)COC(=O)c1ccc([N+](=O)[O-])cc1 (configuration not stated),3.2,0,-0.1,2
COc1cc(/C=C2\C=C(c3ccc(Cl)cc3)OC2=O)cc([N+](=O)[O-])c1OC(C)=O,1.6,6,0.0,-5
C/C(=N\NC(=O)COc1cccc(Cl)c1)c1ccc(N)cc1,-0.9,-9,0.1,-2
O=C(COC(=O)c1ccc(F)cc1)Nc1ncc(C(F)(F)F)cc1Cl,-0.6,7,0.3,6
CCCCC1=NN2C(=N)/C(=C/c3ccc(OCCOc4cc(C)cc(CC)c4)c(OC)c3)C(=O)N=C2S1,0.3,7,0.2,-3

# Molecules above containing an aryl thioether with sulfur outside any ring, in the order listed:
SMILES,GPR151 activ,MITF inh,FBW7 act,TEAD-YAP inh
CCOC(=O)c1ccc(-n2c(=S)sc3c2nc(SCC(=O)Nc2cccc(OC)c2)n2c4ccccc4nc32)cc1,-0.3,3,1.0,1
Cn1c(COc2ccc(Cl)cc2)nnc1SCC(=O)NCC1CCCO1 (configuration not stated),-0.3,8,-0.1,-4
COc1ccc(C(=O)CSc2nc3c([nH]2)c(=O)[nH]c(=O)n3C)cc1,-0.1,4,0.0,2
Cn1c(NC(=O)CSc2nnc(Cc3cccc4ccccc34)o2)cc(=O)n(C)c1=O,1.2,12,0.0,0
Cc1sc2nc(SCc3ccccc3Cl)n(-c3ccccc3)c(=O)c2c1C,0.2,7,0.0,4
Cc1ccccc1-n1c(=S)sc2c(=O)n(-c3ccccc3)c(SCC(=O)N3CCCC3)nc21,0.3,-6,0.0,2

# An unsorted share of the library; any-hit rate near 3.5%.
